Compound activity: PubChem BioAssay, The Scripps Research Institute Molecular Screening Center
PLCb3 inh: human PLC-beta3 inhibitors, primary screen, biochemical, fluorescence | 0.18% of 370,000 active | Purified PLC-beta3, fluorogenic substrate | inhibition, % at 12.2 µM; in the data active means inhibition above about 11%;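 further: 0% = median of compound wells on plate and 100% = full blocker control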
DAX1 inh-1: DAX1 (NR0B1) inhibitors, primary screen, cell-based, HEK293, Gal4-DAX1, luciferase luminescence | HEK293 Gal4-DAX1 luciferase reporter | AID 504766, 2011 | inhibition, % at 6.75 µM | Nuclear receptor subfamily 0 group B member 1 (Homo sapiens), P51843 | 0.99% of 340,000 active;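 active means inhibition above the mean over all tested compounds plus 3 SD, cut at about 4.2% in these data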;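 further: 0% = DAX1-transfected cells with DMSO and 100% = empty-vector control cells with DMSO; inhibition shows as a rise in luminescence from relieved DAX1 repression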
Target sequence (P51843 207-470 limits assumed): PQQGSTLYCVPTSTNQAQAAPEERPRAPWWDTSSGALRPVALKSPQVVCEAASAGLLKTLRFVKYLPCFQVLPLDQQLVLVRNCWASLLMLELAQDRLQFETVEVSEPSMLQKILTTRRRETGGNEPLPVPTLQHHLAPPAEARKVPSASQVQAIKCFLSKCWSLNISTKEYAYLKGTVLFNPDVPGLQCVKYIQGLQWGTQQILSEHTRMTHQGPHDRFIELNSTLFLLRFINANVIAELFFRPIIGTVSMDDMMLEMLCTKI
hcDAF-12 act: H. contortus DAF-12 nuclear receptor activators, primary screen, cell-based, luminescence, HEK293, lit1-tk-luc reporter | HEK293 hcDAF-12 lit1-tk-luc reporter; 0% DMSO, 100% Δ7-dafachronic acid | activation, % at 6.8 µM | 1.4% of 370,000 active | AID 652067, 2013;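 active means activation above the mean of all tested compounds plus 3 SD, cut at about 5.5% in these data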;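 further: 100% = response to 3 µM Δ7-dafachronic acid high control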
sPLA2-III inh: human group III sPLA2 inhibitors, primary screen, biochemical, QFRET, BODIPY PC-A2 liposome substrate | inhibition, % at 12.2 µM | 0.56% of 370,000 active | QFRET BODIPY PC-A2 liposome hydrolysis, fluorescence;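 active means inhibition above mean plus 3 SD of compounds lying within the high and low control bounds, cut at about 19% in these data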;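 further: 0% = median of test compound wells and 100% = no enzyme DMSO wells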
Target sequence (Q9NZ20 whole entry, looked up): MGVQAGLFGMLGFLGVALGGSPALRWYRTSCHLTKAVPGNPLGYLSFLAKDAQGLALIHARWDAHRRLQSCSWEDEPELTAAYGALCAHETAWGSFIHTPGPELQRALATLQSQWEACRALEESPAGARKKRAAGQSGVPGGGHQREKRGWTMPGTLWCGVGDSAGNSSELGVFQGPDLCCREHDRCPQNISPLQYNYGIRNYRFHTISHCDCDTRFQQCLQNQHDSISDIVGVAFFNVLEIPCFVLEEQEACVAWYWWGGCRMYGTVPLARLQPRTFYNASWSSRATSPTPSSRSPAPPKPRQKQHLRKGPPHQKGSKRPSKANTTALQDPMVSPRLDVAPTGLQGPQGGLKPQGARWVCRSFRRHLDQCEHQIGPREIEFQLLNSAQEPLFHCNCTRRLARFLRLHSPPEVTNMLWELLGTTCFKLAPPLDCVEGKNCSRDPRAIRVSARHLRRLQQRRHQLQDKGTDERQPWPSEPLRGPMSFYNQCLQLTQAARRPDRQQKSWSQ
PLC-gamma1 inh: PLC-gamma1 enzyme inhibitors, primary screen, biochemical, fluorescence, purified enzyme; 1-phosphatidylinositol 4,5-bisphosphate phosphodiesterase gamma-1 (Homo sapiens), P19174; fluorogenic substrate; inhibition, % at 12.2 µM; 0.84% of 370,000 active; AID 720700, 2013; in the data active means inhibition above about 9.5%
GAA850 FXN act: FXN promoter activators, primary screen, cell-based, luciferase luminescence, HEK293 lucGAA850; HEK293 lucGAA850 FXN promoter luciferase reporter, 24 h; percent of 10 µM SAHA response; activation, % at 6 µM; 0.56% of 360,000 active;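 active means activation above the average of all compounds screened plus 3 SD, cutoff fixed separately per campaign, cut at about 7.5% in these data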;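 further: 0% = DMSO wells and 100% = 10 µM SAHA wells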
DAX1 inh-2: DAX1 (NR0B1) inhibitors on StAR promoter, primary screen, cell-based, luminescence, SF-1 (NR5A1), full-length DAX-1. HEK293T StAR-luciferase reporter, SF-1/DAX-1 repression relief. inhibition, % at 6.8 µM. 1.1% of 370,000 active. AID 652010, 2013;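 active means inhibition above the mean over all tested compounds plus 3 SD, cut at about 3.6% in these data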;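 further: 0% = DAX-1 cells with DMSO and 100% = cells lacking DAX-1 with DMSO; higher inhibition means more luminescence from relief of DAX-1 repression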
ssDAF12 agonist: S. stercoralis DAF-12 nuclear receptor activators, primary screen, cell-based, luminescence, HEK293, GRIP1 co-expression, lit1-tk-luc. Nuclear hormone receptor DAF-12 (Strongyloides stercoralis). HEK293 ssDAF-12/GRIP1 lit1-tk-luc reporter; % of 3 µM dafachronic acid response. activation, % at 6.8 µM. 1% of 370,000 active. AID 652126, 2013;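 active means activation above the mean over all tested compounds plus 3 SD, cut at about 0.9% in these data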;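 further: 0% = DMSO-only wells and 100% = 3 µM delta7-dafachronic acid wells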
hgDAF12 agonist: H. glycines DAF-12 receptor agonists, primary screen, cell-based, luminescence, HEK293, GAL4 fusion, UAS-luciferase; 1.8% of 370,000 active; HEK293 GAL4-hgDAF12 UAS-luciferase reporter, agonist luminescence; normalized to butyrate control; activation, % at 6.8 µM;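 active means activation above a cutoff set at the mean of all screened compounds plus 3 SD, cut at about 10% in these data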;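 further: 0% = DMSO wells and 100% = sodium butyrate wells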
ADAM17 inh: ADAM17 inhibitors, primary screen, biochemical, QFRET; Disintegrin and metalloproteinase domain-containing protein 17 (Homo sapiens), P78536; recombinant ADAM17, EDANS/DABCYL FRET peptide cleavage; inhibition, % at 6.95 µM; 0.83% of 370,000 active; AID 720648, 2013;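 active means inhibition above the mean of compounds lying between control limits plus 3 SD, set per campaign, cut at about 8.5% in these data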;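 further: 0% = DMSO-only wells as the low control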
ADAM10 inh: human ADAM10 inhibitors, primary screen, biochemical, QFRET, HTS | Disintegrin and metalloproteinase domain-containing protein 10 (Homo sapiens), O14672 | 0.62% of 370,000 active | AID 720582, 2013 | recombinant ADAM10, EDANS/DABCYL FRET peptide cleavage, 3 h | inhibition, % at 7 µM;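 active means inhibition above a per-campaign cutoff equal to the mean of compounds falling between control-based bounds plus 3 SD, cut at about 20% in these data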;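 further: 0% = DMSO wells while the 100% control is not disclosed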
Numbers without * were called inactive; i = inactive; . = no result given. The order is random; 6.9% or so of the library scored in one or more.

SMILES	PLCb3 inh	DAX1 inh-1	hcDAF-12 act	sPLA2-III inh	PLC-gamma1 inh	GAA850 FXN act	DAX1 inh-2	ssDAF12 agonist	hgDAF12 agonist	ADAM17 inh	ADAM10 inh
CN(C(=O)c1cccc(NC(=O)Cc2ccc(NC(=O)C3CCCN(C(=O)C4CC4)C3)cc2)c1)C1CCCC1 (stereo unspecified)	0	-1.4	1.5	-3	2	-1.7	-1.0	-1.1	-0.2	1	1
O=C(Nc1ccccc1N1CCOCC1)C1CCCO1 (stereo unspecified)	-1	0.2	-0.3	1	0	-1.2	0.8	0.6	0.4	-2	-1
CC(C)NCC(=O)Nc1c2c(nc3ccccc13)CCC2	-9	-2.7	-0.5	2	-4	0.5	-0.1	-1.5	0.4	-2	-3
C=CCC[C@@H](Cc1ccc(F)cc1)C(=O)OC[C@@H](Cc1c[nH]c2ccccc12)NC(=O)[C@H](CC=C)CC(=O)N(CCO)Cc1ccccc1	1	-0.9	-1.6	-99	5	-10	-0.8	-1.4	-2.2	17*	40*
CCCCC#Cc1ccccc1COC[B-](F)(F)F	4	.	-3.4	6	-1	.	0.2	-1.1	-5.6	4	6
COCCN(C(=O)COC(=O)/C=C/c1cccs1)c1c(N)n(Cc2ccccc2)c(=O)[nH]c1=O	-4	-0.4	0.0	-1	0	0.4	-0.6	-0.4	-0.3	-3	-4
Cc1ccc(S(=O)(=O)CC(=O)N2CCN(c3cccc(C(F)(F)F)c3)CC2)cc1	-7	-0.1	-1.1	-11	2	-1.0	0.0	-0.9	-1.7	-2	-3
Cc1ccc(NC(=O)c2cccc(F)c2)cc1S(=O)(=O)N1CCCCCC1	8	-0.9	-3.4	-28	6	2.7	-1.7	-1.3	0.5	4	2
Cc1cc(C(=O)OCC(=O)NCc2ccco2)c(C)n1-c1ccccc1	-7	-1.3	-1.2	0	-1	-2.6	-2.5	-1.0	1.0	-6	7
Cc1nn(CC(=O)NNC(=O)c2cccc(Br)c2)c(C)c1[N+](=O)[O-]	-4	0.2	-0.4	-8	-1	1.4	-0.2	-1.4	1.1	-3	4
Cc1ccc2nc3c(cc(S(=O)(=O)c4ccccc4)c(=N)n3Cc3ccco3)c(=O)n2c1	i	0.1	0.5	9	i	9.3*	0.8	-1.2	1.9	i	i
CCCCN(C(=O)CN(C)CC(=O)Nc1cccc(OC)c1)c1c(N)n(CCCC)c(=O)[nH]c1=O	-5	0.6	1.2	5	2	0.8	-1.1	-0.1	2.5	-7	-2
C=C(C)COc1ccc(-c2[nH]ncc2-c2ccc(Br)cc2)c(O)c1	2	-3.5	0.4	-37	3	-4.4	-2.3	-0.8	4.7	4	17
Cc1nn(C)cc1S(=O)(=O)Nc1ccc(C(F)(F)F)cc1	-1	0.5	-1.8	6	4	1.7	-0.8	-1.5	-0.6	4	5
COc1ccc(C)cc1NC(=S)NC(C)c1ccc(OC)c(OC)c1 (stereo unspecified)	-4	-0.1	-1.0	11	-1	-1.4	-0.3	-1.1	-0.4	1	-5
Cc1cccc(NC2=CC(=O)OC(C)C2)c1 (stereo unspecified)	-235	1.0	-1.0	0	-158	1.0	-0.1	-1.3	0.5	-176	-464
O=[N+]([O-])c1cc(CS(=O)(=O)Oc2ccc(Cl)cc2)c(O)c([N+](=O)[O-])c1	7	3.0	-0.4	3	8	0.3	0.4	-0.6	1.0	0	6
Fc1ccccc1N1CCN(Cc2cnc(Cl)s2)CC1	2	0.3	-1.8	-2	2	0.2	-1.1	-0.9	2.7	0	1
NC(=NCCc1ccc(Cl)cc1)NS(=O)(=O)c1ccccc1	-3	0.3	-1.0	-9	0	-0.5	-0.3	-1.3	-1.6	-5	3
COc1ccc(NC(=O)CN2CCC(C)CC2)c([N+](=O)[O-])c1	3	0.4	-0.3	9	-3	4.8	-1.7	-1.7	5.1	-2	1
CC(OC(=O)C1=Cc2ccccc2OC1)C(=O)NC(C)(C)C (stereo unspecified)	-7	-1.1	-0.9	3	-5	0.0	0.0	-0.3	0.4	0	-9
CCCCCCCCN1[C@@H](CC(=O)OCC)c2cc(C(F)(F)F)ccc2S1(=O)=O	-3	-0.3	-1.7	3	-4	-0.6	-0.5	-1.0	-0.3	-1	12
Cn1cccc1/C=N\NC(=O)c1cncc(Br)c1	-5	.	-1.8	-1	0	0.9	0.1	-1.4	-1.5	0	7
O=C(Nc1ccccc1)/C(=C/c1cccnc1)NC(=O)c1ccco1	3	0.9	-2.0	4	-1	2.0	-0.3	-1.4	-2.1	0	-6
COc1ccc(NC(=O)Nc2ccccc2C(N)=O)cc1OC	-3	0.0	0.0	3	-5	-1.8	0.5	-0.7	-0.8	-8	-15
O=C(Nc1ccc2snnc2c1)N1CCN(c2ccccc2)CC1	-8	0.9	-2.7	-1	-7	-0.3	-1.1	-1.4	-2.0	-1	0
CC(=O)N1c2ccccc2CCc2ccc(N)cc21	-8	-0.3	-2.5	4	-5	-1.4	-0.3	0.1	1.1	-6	2
COc1cc(NCCCn2cnc3c(OC)ncnc32)cc(OC)c1OC	-2	-0.3	-0.5	4	-5	1.2	-0.6	-0.8	-0.4	-3	-17
NC(=O)c1ccccc1OCC(=O)Nc1cccnc1Cl	2	1.2	-1.0	-4	2	0.8	-0.2	-0.8	1.3	-3	-1
CCc1ccc(CN(C)C(=O)CC2C(=O)NCCN2Cc2ccoc2)cc1 (stereo unspecified)	-6	0.6	-2.6	0	-22	1.4	-0.6	-1.1	1.3	-3	1
CN(C)c1ccc(C(=S)N2CCN(Cc3ccccc3)CC2)cc1	-4	1.1	-0.8	8	2	-0.1	-0.3	-1.6	0.7	0	4
COc1cccc(CNc2nc3ccccc3n2CCN2CCCCC2)c1OC	1	0.1	-0.8	2	0	-5.3	0.5	-1.4	-1.1	2	0
O=C(COC(=O)CCc1nc2ccccc2c(=O)[nH]1)Nc1c(Cl)cccc1C(F)(F)F	-10	3.7	-0.3	11	-10	1.1	-0.8	-0.9	0.0	-7	-3
COc1cc(NS(C)(=O)=O)c(OC)cc1NC(=O)c1cccc(F)c1	-1	1.1	1.6	1	1	0.9	0.4	-1.2	0.7	-6	-2
CC1(C)Cc2c(c(N3CCCC3)nc3sc(C(=O)Nc4ccccc4)c(N)c23)CO1	-490	1.2	0.9	5	-355	1.8	-0.4	-1.2	2.6	-160	-463
CC1Cc2cc(S(=O)(=O)N3CCCCC3)ccc2N1C(=O)C1CCC1 (stereo unspecified)	-5	-0.2	-1.1	-1	0	2.6	-0.9	-0.9	-2.1	-2	1
Cc1c(C#N)c(NC(=O)CCl)n(Cc2cccs2)c1C	-1	-3.2	-1.6	-3	0	-7.0	-3.8	-1.9	-8.9	4	-1
Cc1ccc2c(c1)C1CN(C)CCC1N2S(=O)(=O)c1cccc(F)c1 (stereo unspecified)	-5	1.1	-1.4	-15	3	0.6	0.9	-0.1	-1.2	4	-5
CCC(CC)C(=O)Nc1cc(OC)c(OC)cc1C(=O)O	-2	0.1	-1.7	-4	0	0.9	-0.4	-1.1	-0.9	-2	-48
Cc1ccc(NCc2nnc(SCC(=O)NNC(=O)Cc3ccccc3)n2C)cc1	-3	-0.6	0.5	-10	0	-0.7	-0.1	-0.9	-0.2	-1	1
Cc1nnc(NC(=O)CSc2nnc(CNC(=O)C34CC5CC(CC(C5)C3)C4)n2C2CCCCC2)s1	1	0.2	-1.1	2	6	0.8	0.4	-0.7	0.4	1	10
COc1ccccc1CNC(=O)CNCCc1ccc(OC)c(OC)c1	-4	-0.7	-0.5	0	3	0.9	-0.3	-0.6	-1.5	-1	-2
CCOc1ccc(OCCOC(=O)CN2C(=O)NC3(CCCC3)C2=O)cc1	6	-1.1	-2.8	9	1	1.7	0.5	-1.1	-1.2	-6	-13
Cc1cccc(OCc2nc(-c3nonc3N)no2)c1C	-1	1.0	1.9	-6	3	3.6	2.0	-0.8	11*	-3	-2
O=C(O)CC1S/C(=N/N=C/c2ccc(Br)cc2)N(c2ccccc2)C1=O (stereo unspecified)	0	0.7	0.2	-9	0	2.1	0.6	-1.4	1.6	-3	-4
COc1ccccc1NC(=O)N(C)C[C@H]1Oc2cc(Br)ccc2S(=O)(=O)N([C@H](C)CO)C[C@H]1C	2	2.0	-0.3	-7	2	-2.0	-0.7	-0.4	-1.6	1	5
Cc1sc2nc(CSc3cccc(C(F)(F)F)c3)[nH]c(=O)c2c1C	4	-0.7	-1.4	-3	1	3.5	0.3	-0.5	-2.6	-1	-3
O=C(OCn1nnc2ccccc2c1=O)c1ccc(N2CCOCC2)c([N+](=O)[O-])c1	7	0.0	-1.0	-6	1	2.3	-0.2	-1.3	-0.1	3	6
CCOc1ccc(C(C)=O)cc1CSc1nc2nc(C)cc(C)n2n1	3	-0.7	-2.1	3	6	1.2	-0.4	-1.3	-4.6	1	12
CN(CC(=O)Nc1ccc(F)c(F)c1F)C(=O)c1cc(-c2ccncc2)nc2ccccc12	-16	-0.6	3.4	-9	-12	-2.9	-3.0	-0.3	1.6	-6	-16
CC1(c2ccccc2)NC(=O)N(CC(=O)Nc2ccc(C(N)=O)cc2)C1=O (stereo unspecified)	-10	1.7	3.4	15	0	1.2	-0.2	-0.7	0.2	-6	-3
COC(=O)[C@]12CCCCC=C1N(Cc1ccc(OC)cc1)C(=O)[C@@H]2CC(=O)N1CCCCC1	-2	.	-3.0	-2	-1	.	-2.5	-1.0	2.6	-3	-3
COc1ccc2nc(C(F)(F)Cl)c(C#N)c(N)c2c1	-10	-0.8	-0.3	-14	-2	4.5	-0.4	-1.4	0.6	0	0
Cc1cccc(N2CCN(C(=O)c3cc4ccccc4oc3=O)CC2)c1C	3	-0.2	-1.1	1	-1	4.5	-0.4	-1.5	7.3	3	-5
